High-throughput results: PubChem, several laboratories
bIAP activator = bovine intestinal alkaline phosphatase activators, primary screen, biochemical, bovine IAP, CDP-star luminescence; alkaline phosphatase, intestinal [Bos taurus]; purified bovine IAP, 30 min; hits give high values; fold of DMSO-control signal, blank-subtracted; activation factor at 20 µM; 200,000 compounds, 0.17% hits; AID 1016, 2008;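 active means activation factor of 2 or more at 20 µM, a signal rise over negative controls twice the positive control's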
L major viab = Leishmania major promastigote growth inhibition, primary screen. Leishmania major promastigotes, resazurin fluorescence viability. AID 1063, 2008. inhibition, % at 10 µM. 200,000 compounds, 9% hits; in the data active means inhibition above about 50%;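 further: promastigotes grown with compound for 44 hours at 28 °C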
TLR4 MyD88 comp = inhibitors of TLR4-MyD88 association in cells, primary screen, cell-based, HeLa CL3-4, BLA complementation, FRET ratio | Toll-like receptor 4 (Homo sapiens) + Myeloid differentiation primary response protein … | HeLa CL3-4 TLR4/MyD88 BLA complementation | inhibition, % at 8.4 µM | 200,000 compounds, 0.18% hits; in the data active means inhibition above about 25%;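 further: 0% = vehicle and 100% = reference inhibitor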
PPARg SRC3 recr = PPARgamma agonists recruiting SRC-3 coactivator, primary screen, biochemical | Peroxisome proliferator-activated receptor gamma (Homo sapiens), P37231 | biochemical PPARgamma/SRC-3 coactivator recruitment assay | activation, % at 8 µM | 200,000 compounds, 0.26% hits | AID 731, 2007; in the data active means activation above about 23%;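 further: 0% = DMSO and 100% = reference agonist; some compounds past the cut are filed as inactive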
Target sequence (P37231 whole entry, looked up): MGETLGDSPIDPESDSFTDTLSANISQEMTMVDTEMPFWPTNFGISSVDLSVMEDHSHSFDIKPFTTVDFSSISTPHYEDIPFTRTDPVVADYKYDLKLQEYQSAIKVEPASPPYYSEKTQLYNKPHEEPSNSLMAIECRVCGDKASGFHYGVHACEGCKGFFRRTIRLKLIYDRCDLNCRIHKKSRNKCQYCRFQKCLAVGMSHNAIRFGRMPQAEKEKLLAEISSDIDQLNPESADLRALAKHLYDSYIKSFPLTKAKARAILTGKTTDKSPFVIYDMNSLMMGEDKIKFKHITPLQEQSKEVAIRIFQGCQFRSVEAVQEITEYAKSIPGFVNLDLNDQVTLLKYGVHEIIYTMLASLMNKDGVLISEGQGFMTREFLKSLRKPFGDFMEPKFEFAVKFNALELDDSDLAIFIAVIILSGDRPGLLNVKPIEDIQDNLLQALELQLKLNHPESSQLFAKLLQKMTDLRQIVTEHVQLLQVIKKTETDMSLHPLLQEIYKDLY
TR-FRET SRC-2 ct = TR-FRET signal artefacts, primary screen, artefact control for PPARgamma SRC-2 agonist project, biochemical; 200,000 compounds, 0.4% hits; TR-FRET ratio at 8 µM; AID 1049, 2008; TR-FRET artefact counter-screen; hits give high values; in the data active means TR-FRET ratio above about 2000; further: inactives centre near 1500
PPARg SRC2 recr = agonists of PPARg-SRC-2 recruitment, primary screen, biochemical, HTS; Peroxisome proliferator-activated receptor gamma (Homo sapiens), P37231; PPARgamma LBD-SRC-2 recruitment; activation, % at 8 µM; 200,000 compounds, 0.34% hits; in the data active means activation above about 22%;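 further: 0% = vehicle and 100% = reference agonist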
DTT redox prof = compounds producing H2O2 with reducing agent – biochemical, NIH compound library profiling, artefact control for MLSCN library redox annotation, primary screen | DTT-dependent redox cycling H2O2, phenol red/HRP absorbance; 100% = 100 µM peroxide control, 0% = buffer | activation, % at 10 µM | 200,000 compounds, 0.03% hits;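 active means activation of at least 50% relative to the plate's high and low controls in the primary single-dose screen; inactive means activation below 50%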;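 further: compound incubated with DTT at 0.8 mM final as the reducing agent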
ROMK primary = ROMK potassium channel modulators, primary screen, cell-based, thallium flux, MLSMR library; ATP-sensitive inward rectifier potassium channel 1 (Homo sapiens), P48048; Tet-inducible ROMK, thallium flux fluorescence; actives lie on both sides; B-score at 10 µM; 130,000 compounds, 2% hits; AID 1918, 2009;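 active means signal ratio slope over the read window, or its plate-corrected B-score, at least 3 SD from the plate mean, either direction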;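 further: B-score of the F/F0 ratio slope over 7 to 12 s after thallium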
S1P3 antagonist = S1P3 receptor antagonists, primary screen, cell-based; CHO S1P3 NFAT-BLA reporter, FRET fluorescence, antagonist mode; 170,000 compounds, 0.27% hits; inhibition, % at 4.98 µM; Sphingosine 1-phosphate receptor 3 (Homo sapiens), Q99500;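 active means inhibition above the plate cutoff, the mean inhibition of test wells on that plate plus 3 SD, cut at about 28% in these data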;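 further: cells challenged with S1P at its EC80 of 0.8 µM; blue over green emission ratio from cleaved BLA substrate after 4 h stimulation; 0% = S1P-stimulated wells and 100% = unstimulated DMSO-only wells; some compounds past the cut are filed as inactive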
Target sequence (Q99500 whole entry, looked up): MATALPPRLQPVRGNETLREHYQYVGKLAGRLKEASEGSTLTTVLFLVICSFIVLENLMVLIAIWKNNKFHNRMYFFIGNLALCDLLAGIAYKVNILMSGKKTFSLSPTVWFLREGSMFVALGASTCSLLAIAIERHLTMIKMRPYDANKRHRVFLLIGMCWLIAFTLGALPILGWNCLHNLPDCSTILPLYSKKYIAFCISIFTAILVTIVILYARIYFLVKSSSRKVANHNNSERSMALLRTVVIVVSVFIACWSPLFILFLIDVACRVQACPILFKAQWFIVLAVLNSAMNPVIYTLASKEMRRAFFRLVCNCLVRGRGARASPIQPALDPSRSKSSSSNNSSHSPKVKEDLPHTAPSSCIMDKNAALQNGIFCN
bIAP inhibitor = bovine intestinal alkaline phosphatase inhibitors, primary screen, selectivity assay for TNAP inhibitor project, biochemical, bovine IAP, CDP-star luminescence. 190,000 tested, under 10 active. AID 1019, 2008. alkaline phosphatase, intestinal [Bos taurus]. purified bovine IAP, 30 min. inhibition, % at 20 µM;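 active means over 50% inhibition of intestinal alkaline phosphatase at 20 µM in the single-dose screen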
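test system = bovine IAP enzyme | medium = DEA buffer 100 mM, pH 9.8, with MgCl2 1.0 mM, ZnCl2 0.02 mM | detection = luminescence | dosing = single compound dose of 20 µM, 2% DMSO final | incubation = 30 min reaction at room temperature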
PPARg SRC1 recr = PPARgamma agonists recruiting SRC-1 coactivator, primary screen, biochemical | Peroxisome proliferator-activated receptor gamma (Homo sapiens), P37231 | PPARgamma-SRC-1 coactivator recruitment biochemical assay | activation, % at 8 µM | 200,000 compounds, 0.41% hits; in the data active means activation above about 19%;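 further: 0% = DMSO and 100% = reference agonist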
Active calls of the source: *; . = not tested or not shown.

SMILES	bIAP activator	L major viab	TLR4 MyD88 comp	PPARg SRC3 recr	TR-FRET SRC-2 ct	PPARg SRC2 recr	DTT redox prof	ROMK primary	S1P3 antagonist	bIAP inhibitor	PPARg SRC1 recr
Cc1cccc(N2C(=O)NC3(CCCCC3)C2=O)c1	0.8	-2	-11	1	1730	1	0.3	0.39	.	16	2
COc1ccccc1Cc1nc(-c2ccc(Br)o2)no1	0.9	-1	-9	7	1559	8	-3.2	.	18	10	4
COC(=O)CC1=C(C(=O)OC)C(c2cccs2)C(C#N)=C(N)O1 (stereo not drawn)	0.9	-1	4	-2	1437	-7	2.4	-1.8	-8	9	-2
O=C(c1cc2nc(C3CC3)cc(C(F)F)n2n1)N1CCOCC1	1	-8	-3	-1	1643	11	1.4	.	12	-2	3
O=C(NC(=O)c1ccccc1)OCC(F)(F)F	0.9	-3	0	6	1536	0	-0.1	1	-7	7	2
COc1ccccc1NC(=O)N1CCN(S(C)(=O)=O)CC1	0.8	2	6	-4	1648	0	-2.2	-1.4	-1	17	-7
CC(c1ccccc1)N1C(=O)NC(NC(=O)C(C)(C)C)(C(F)(F)F)C1=O (stereo not drawn)	1	52*	-10	7	1642	11	-0.3	-0.05	-18	4	-5
O=C(Nc1ccc(Br)cc1)c1ccc(N2C(=O)C3CC=C(Cl)CC3C2=O)cc1 (stereo not drawn)	0.4	-5	3	3	1562	7	0.3	0.67	.	.	6
O=C(N/N=C/c1ccc2c(c1)OCO2)c1cccs1	0.8	-1	5	2	1509	0	-0.1	0.45	8	15	6
C=CCc1ccc(OC(=O)c2ccccc2)c(OC)c1	1	-12	-2	5	1667	-3	-0.4	.	-19	-3	14
COc1ccc(S(=O)(=O)NCC2CCCN(C(=O)c3cccnc3)C2)cc1 (stereo not drawn)	1	-4	-3	2	1552	5	-0.2	0.57	-21	4	2
COC(=O)CSc1nnnn1-c1ccccc1	1	3	9	3	1358	2	1.6	.	-30	4	-1
CCCSC1=C(C#N)C(c2ccc(Cl)cc2Cl)CC(=O)N1 (stereo not drawn)	0.8	18	-15	15	1702	13	-0.2	-1.2	16	19	2
O=C(OCc1c(Cl)cccc1Cl)c1cnccn1	0.9	2	-5	12	1891	7	2.0	.	-14	9	0
CC(=O)c1ccc(N=c2scc(C)n2C(C)C)cc1	0.8	8	0	-2	1602	2	-0.2	0.45	6	18	0
CCOCC(=O)Nc1cccc(-c2nc3cccnc3s2)c1C	0.9	-4	-2	5	1532	4	-0.2	.	-6	10	6
COC(=O)CNC(=O)C(NC(=O)OCc1ccccc1)C(C)C (stereo not drawn)	1	-5	-14	2	1562	12	0.5	0.57	3	2	6
COc1ccc(OCc2nc(N)nc(Nc3ccccc3OC)n2)cc1	1.1	5	12	1	1397	-6	1.4	.	.	-6	3
COc1ccccc1NC(=S)NC(NC(=O)c1ccco1)C(Cl)(Cl)Cl (stereo not drawn)	0.9	6	4	-6	1558	-2	0.4	.	-8	10	8
CCNC(=S)N/N=C/c1cccc(C)c1	1	-5	-8	0	1498	5	0.4	.	5	2	-1
CCCN(CCC)CCCNC(=O)CN1C(=O)CSc2ccc(S(=O)(=O)N3CCOCC3)cc21	1.3	-2	-15	4	1740	11	-0.4	0.52	-9	-33	11
CCCOc1ccc(C2NC(=S)NC(C)=C2C(=O)c2ccccc2)cc1OC (stereo not drawn)	1	6	5	2	1516	3	-0.1	.	5	0	5
CC(Sc1nc2ccc(Br)cc2[nH]1)C(=O)O (stereo not drawn)	1	-10	8	10	1615	1	0.0	0.59	.	2	6
COc1ccc(OC)c(NC(=O)C(=O)N/N=C/c2ccccc2[N+](=O)[O-])c1	1	-6	-7	-2	1604	8	0.3	.	.	-1	5
CCOC(=O)COc1ccc(S(=O)(=O)c2ccc(OCC(=O)OCC)cc2)cc1	0.9	-8	17	2	1466	4	0.3	-0.54	.	8	8
CCN(CC)C(=O)CSc1nnc(-c2cccnc2)n1CCc1ccccc1	1	-2	4	-2	1612	8	-0.8	0.12	-4	-1	5
CC1=C(C(=O)OCc2ccccc2)C(c2cccnc2)n2nnnc2N1 (stereo not drawn)	0.9	44	2	6	1613	-2	2.2	.	.	9	2
CCCOC(=O)c1ccc(Oc2cn[nH]c2-c2ccc(OCC)cc2O)cc1	1.6	36	-2	6	1598	3	-0.7	0.69	-18	-60	6
COc1ccc(S(=O)(=O)N2CCCOC2CNC(=O)C(=O)NCc2ccco2)cc1C (stereo not drawn)	1	6	2	1	1665	2	-0.4	0.097	-18	3	3
COc1cc2c(cc1OC)C(Nc1ccc(S(N)(=O)=O)cc1)=NC(C)(C)C2	0.9	-3	2	4	2456*	78*	-0.9	.	15	8	0

Complete entries from above. Values in the order: bIAP activator	L major viab	TLR4 MyD88 comp	PPARg SRC3 recr	TR-FRET SRC-2 ct	PPARg SRC2 recr	DTT redox prof	ROMK primary	S1P3 antagonist	bIAP inhibitor	PPARg SRC1 recr
Entry for `COc1ccc(OCc2nc(N)nc(Nc3ccccc3OC)n2)cc1` : 1.1	5	12	1	1397	-6	1.4	.	.	-6	3
Entry for `COc1ccc(S(=O)(=O)N2CCCOC2CNC(=O)C(=O)NCc2ccco2)cc1C` (stereo not drawn) : 1	6	2	1	1665	2	-0.4	0.097	-18	3	3
Entry for `COC(=O)CNC(=O)C(NC(=O)OCc1ccccc1)C(C)C` (stereo not drawn) : 1	-5	-14	2	1562	12	0.5	0.57	3	2	6
Entry for `CCOC(=O)COc1ccc(S(=O)(=O)c2ccc(OCC(=O)OCC)cc2)cc1` : 0.9	-8	17	2	1466	4	0.3	-0.54	.	8	8
Entry for `CC(Sc1nc2ccc(Br)cc2[nH]1)C(=O)O` (stereo not drawn) : 1	-10	8	10	1615	1	0.0	0.59	.	2	6

Next records:
SMILES	bIAP activator	L major viab	TLR4 MyD88 comp	PPARg SRC3 recr	TR-FRET SRC-2 ct	PPARg SRC2 recr	DTT redox prof	ROMK primary	S1P3 antagonist	bIAP inhibitor	PPARg SRC1 recr
O=C(NCCc1ccccn1)c1n[nH]c(=O)c2ccccc12	1	-8	6	3	1561	4	-0.1	0.8	-4	0	12
COc1c(Cl)cc(Cl)cc1/C=N/n1cnnc1	1	19	7	-1	1437	-1	-5.3	-0.49	24	4	-2
CCc1c(C)nc2ncnn2c1N1CCN(S(=O)(=O)c2ccc(OC)cc2)CC1	1	11	-7	5	1571	-5	-0.1	-0.38	-5	1	4
NC(=O)c1ccc(Oc2ccc3ccc(=O)oc3c2)c([N+](=O)[O-])c1	1.1	-5	1	0	1440	-1	2.1	-0.043	-10	-12	1
Nc1nnc(SCc2ccc([N+](=O)[O-])cc2)s1	1	1	-9	-4	1471	4	-0.3	-0.59	-10	-1	-1
O=C(COC(=O)CCc1c[nH]c2ccccc12)NCc1ccccc1	1	48	-3	1	1748	8	-0.3	.	5	-1	7
O=C(O)C(c1ccccc1)N1CCCCC1 (stereo not drawn)	0.9	-1	2	7	1466	3	0.0	-0.49	1	5	1
CC(C)c1nc(C(=O)N2CCc3c([nH]c4ccccc34)C2c2ccccn2)cs1 (stereo not drawn)	1	6	-2	6	1707	12	-2.3	0.94	-14	1	5
CCCn1c(CN(C)Cc2ccccc2)nc2c1c(=O)n(C)c(=O)n2C	0.9	-6	-2	1	1491	1	3.4	.	.	15	0
CCCOc1cccc(-c2cc(-c3n[nH]c(=S)n3CC)c3ccccc3n2)c1	0.8	29	8	8	1631	4	1.7	.	.	16	3
CCCOc1ccccc1N/C(=N\S(=O)(=O)c1ccc(C)cc1)Nc1nc(C)cc(C)n1	.	7	3	0	1546	12	2.3	.	.	.	-1
CC1CCCN(C(=O)Nc2ccc(Br)cc2Cl)C1 (stereo not drawn)	0.8	8	-6	-1	1697	-1	-1.9	-0.038	15	19	2
CCC1CCCCN1S(=O)(=O)c1ccc(S(=O)(=O)N2CCN(S(=O)(=O)CC)CC2)cc1 (stereo not drawn)	1.1	2	4	12	1676	1	1.9	-0.32	28	-10	13
O=C1C2CCCN2C(c2cccs2)N1c1ccc(Cl)cc1 (stereo not drawn)	0.9	0	-4	-4	1674	-4	7.7	.	-4	5	-2
O=[N+]([O-])c1cccc2ccc(/C=C/c3ccc(C(F)(F)F)cc3)nc12	1.1	-6	1	-2	1431	2	3.0	.	7	-7	6
Cc1cccc(CSc2ncnc3c2cnn3Cc2ccccc2)c1	0.7	5	-18	-4	1482	-4	0.2	-0.34	.	30	3
CCC(C)(C)C1CCC(=NNC(=O)c2ccoc2C)CC1 (stereo not drawn)	1	-4	-16	1	1653	7	-0.6	-0.1	.	-3	4
COc1ccc(-c2noc(CCC(=O)NCc3cccnc3)n2)cc1OC	1.1	-5	15	8	1558	4	-1.3	-0.29	-30	-8	6
CCOc1cccc(NC(=O)/C(C#N)=C\c2cccnc2)c1	1.1	-4	2	9	1475	2	9.2	-3.3*	-14	-7	6
CC(C)(C)NC(=O)c1ccc(Cn2cc(C(F)(F)F)ccc2=O)cc1	1	0	0	3	1640	-3	-1.4	-0.63	-11	4	5
O=C(C1=C(Nc2ccccc2)c2ccccc2S(=O)(=O)N1)c1ccccc1	1	-5	-2	-1	1391	-4	0.2	0.25	6	3	-6
CC(C)NC(=O)Cc1ccc(Br)cc1	0.9	-4	-3	12	1539	2	0.5	0.035	.	15	2
S=C(NCc1ccc(Cl)c(Cl)c1)Nc1ccc2c(c1)OCO2	0.5	-1	11	-1	1591	5	0.6	.	-9	46	1
O=C(OC(C(=O)NC1CCCC1)c1ccc(F)cc1)c1ccno1 (stereo not drawn)	0.9	-4	-2	13	1721	-4	-0.2	0.39	-20	7	1
CCOC(=O)C(Cc1c(F)cccc1Cl)c1ccno1 (stereo not drawn)	1	11	5	-3	1519	3	-0.6	0.066	-9	-3	-8
COc1ccc(CCNC(=O)CCNC(=O)c2ccc(Cl)cc2)cc1OC	0.9	-6	8	2	1550	7	-0.5	.	-12	7	8
COc1cc(C(c2nnnn2C2CCCC2)N2CCc3ccccc3C2)ccc1O (stereo not drawn)	1	12	5	0	1374	2	-0.2	-1.2	20	3	1
S=c1nc(-c2sccc2OCc2ccc(Cl)cc2Cl)[nH][nH]1	1.3	-4	2	6	1607	13	-2.4	0.056	-2	-30	1
O=C(CCc1ccccc1)NNC(=S)NC(=O)c1ccc(Cl)cc1	0.8	-7	15	-15	1618	3	-0.8	1.9	.	16	0
